From PubChem BioAssay
CHOP inh = inhibitors of CHOP promoter induction, primary screen, cell-based, unfolded protein response, luciferase reporter; AID 2732, 2010; 3.8% of 220,000 active; inhibition, % at 10 µM; CHO-K1 CHOP-promoter luciferase, tunicamycin-induced, 15-18 h;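 active = compounds that reduced the stress-induced luciferase reporter signal by more than about 70% of percent inhibition, limit read from the data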;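 note: 0% = tunicamycin plus vehicle and 100% = wells without tunicamycin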
Ba/F3 V617F tox = reduced viability of JAK2V617F-dependent Ba/F3 cells, primary screen, JAK2V617F inhibitor project, cell-based, Ba/F3 EpoR-JAK2V617F, luminescence. ATP luminescence. inhibition, % at 5.6 µM. 1.1% of 220,000 active. AID 1446, 2008;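 active = inhibition above the campaign mean plus 3 SD over all tested compounds, cut at about 24% in these data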;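 note: cytokine-independent growth of Ba/F3 cells driven by EpoR plus mutant JAK2; 0% = DMSO-treated cells and 100% = JAK inhibitor I control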
TNF necrop inh = inhibitors of TNF-alpha triggered necroptosis, primary screen, cell-based, Jurkat FADD-/-, single concentration; Jurkat FADD-/- TNF necroptosis rescue, ATP luminescence, 24 h; 0 = TNF only, 100 = no-TNF cells; activation (protection from cell death), % at 10 µM; 0.068% of 220,000 active; AID 463075, 2010;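 active = activation, meaning protection from cell death, of at least 50% relative to plate controls; inactive = activation below 50%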;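 note: necroptosis triggered by 40 ng/mL TNF-alpha added together with compound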
TRPN1 ag = zebrafish TRPN1 channel agonists, primary screen, cell-based, HEK293, calcium fluorescence | transient receptor potential cation channel N1 (TRPN1/NompC), Danio rerio | HEK293 zebrafish TRPN1-YFP, Fluo-8 calcium fluorescence; 100% = response to 87 µM carbachol | activation, % at 3 µM | 0.18% of 220,000 active;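 active = activation above its plate's cutoff, the mean activation of test wells on that plate plus 3 SD, cut at about 19% in these data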;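 note: 0% = DMSO alone and 100% = 87 µM carbachol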
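Control set: carbachol 87 µM as high control, DMSO as low control; system: HEK293 stable line with zebrafish TRPN1-YFP; read-out: % activation versus carbachol response; detection: intracellular calcium fluorescence with Fluo-8; doses: single test compound dose, 3 µM nominal, 0.3% DMSO; schedule: dye 1 h 37 °C plus 30 min RT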
RBBP9 inh = human RBBP9 inhibitors, primary screen, biochemical, fluorescence polarization, FP-Rh probe, HTS. inhibition, % at 7.94 µM. recombinant RBBP9. Serine hydrolase RBBP9 (Homo sapiens), O75884. 0.2% of 220,000 active;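 active = inhibition above the campaign mean of all tested compounds plus 3 SD, cut at about 14% in these data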;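 note: plate controls were DMSO wells with RBBP9 for no effect and wells lacking RBBP9 protein for full effect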
Target sequence (O75884 whole entry, looked up): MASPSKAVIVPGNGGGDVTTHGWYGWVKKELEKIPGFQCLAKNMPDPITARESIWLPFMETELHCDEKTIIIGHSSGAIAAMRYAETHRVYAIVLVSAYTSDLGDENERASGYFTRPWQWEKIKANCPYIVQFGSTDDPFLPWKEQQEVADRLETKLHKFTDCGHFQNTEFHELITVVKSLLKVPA
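Test system – recombinant human RBBP9 · Input – RBBP9 2.5 µM in dispensing solution, pre-mixing · Medium – Tris buffer pH 8.0, NaCl, Pluronic · Schedule – preincubation 30 min plus labeling 45 min at 25 °C · Measured by – fluorescence polarization · Measure – % inhibition · Controls – DMSO and no-protein wells · Replicates – one well per compound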
PPC-1+TRAIL kill = compounds killing PPC-1 cancer cells with TRAIL present, primary screen, TRAIL potentiator project, ATPLite luminescence, uHTS; PPC-1 cells + TRAIL, ATPLite viability luminescence; cell killing (% activity), % at 4 µM; 0.41% of 220,000 active; AID 1443, 2008;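 active = cell killing above 50% in the first pass at 4 µM, then a duplicate retest at 5 µM averaging 50% or more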;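 note: plate controls were cells with TRAIL plus DMSO for no effect and medium-only wells lacking cells for full effect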
BaF3 tox = parental Ba/F3 cell viability inhibition, counter-screen for JAK2V617F inhibitor project, murine pro-B, CellTiter-Glo luminescence; inhibition, % at 5.6 µM; 1.1% of 220,000 active; CellTiter-Glo ATP luminescence; AID 1486, 2009;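 active = inhibition above a per-campaign cutoff, the mean inhibition of all tested compounds plus 3 SD, cut at about 27% in these data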;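 note: 0% = DMSO wells and 100% = JAK Inhibitor I control wells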
Wee1 degr inh = Wee1 degradation inhibitors, primary screen, cell-based, HeLa, Wee1K328M-luciferase, luminescence; reporter increase, % at 5 µM; AID 1321, 2008; HeLa Luc-Wee1K328M stability; 100% = proteasome inhibitor MG132 effect; 1.2% of 220,000 active;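 active = activation above the mean of all tested compounds plus 3 SD, set per screening run, cut at about 8.8% in these data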;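 note: cells exposed to compound for 20 h before luminescence read; 0% = DMSO alone and 100% = MG132 at 30 µM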
TRPML3 agonist = human TRPML3 channel agonists, primary screen, cell-based, HEK293 TRPML3-YFP, Fluo-8 calcium fluorescence, 3 µM; Mucolipin-3 (Homo sapiens), Q8TDD5; 100% = the carbachol control signal; activation, % at 3 µM; 0.29% of 220,000 active; AID 1448, 2008;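 active = activation above its plate's cutoff, the mean activation of the plate's test wells plus 3 SD, cut at about 12% in these data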;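 note: 0% = DMSO only wells and 100% = carbachol wells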
Target sequence (Q8TDD5 whole entry, looked up): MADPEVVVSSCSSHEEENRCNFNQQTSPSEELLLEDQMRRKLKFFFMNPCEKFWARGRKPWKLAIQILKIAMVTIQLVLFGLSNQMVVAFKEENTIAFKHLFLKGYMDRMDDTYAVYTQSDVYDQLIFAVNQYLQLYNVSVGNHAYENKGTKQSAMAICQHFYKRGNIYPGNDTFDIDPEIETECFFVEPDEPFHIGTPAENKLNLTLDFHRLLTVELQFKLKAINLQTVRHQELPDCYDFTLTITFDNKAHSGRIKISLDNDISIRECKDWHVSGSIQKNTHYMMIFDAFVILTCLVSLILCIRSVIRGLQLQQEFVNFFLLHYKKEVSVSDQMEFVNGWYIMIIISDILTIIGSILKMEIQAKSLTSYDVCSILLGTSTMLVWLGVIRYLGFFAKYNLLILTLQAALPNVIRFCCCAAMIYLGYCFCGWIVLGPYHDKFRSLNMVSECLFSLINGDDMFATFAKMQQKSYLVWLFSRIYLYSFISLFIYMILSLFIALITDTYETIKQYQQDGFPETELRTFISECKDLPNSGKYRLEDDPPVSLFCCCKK
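system = HEK293 cells stably carrying human TRPML3-YFP | doses = one concentration, 3 µM nominal, 0.3% DMSO | timing = dye loading 1 h 37 °C then 30 min ambient, 125 s read | detection = Fluo-8 calcium dye fluorescence, ex 470-495, em 515-575 nm | benchmarks = high control carbachol 87 µM, low control DMSO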
An asterisk follows results filed as active; / = no result given.

SMILES	CHOP inh	Ba/F3 V617F tox	TNF necrop inh	TRPN1 ag	RBBP9 inh	PPC-1+TRAIL kill	BaF3 tox	Wee1 degr inh	TRPML3 agonist
CCC(C)(C)n1nnnc1C(c1ccc(OC)c(OC)c1)N1CCN(c2ccccc2)CC1 (stereo not given)	-13	1	1.9	-0.7	-2	-5	9	2	0.3
CC(=O)N(c1nc(CCl)cs1)c1c(C)cc(C)cc1C	26	2	-1.5	1.7	3	5	6	2	0.8
CCc1nc(C#N)c(N2CCCCC2)o1	19	0	0.8	-0.5	-2	31	5	-2	0.7
CCC(CC)C1=NN2C(=N)/C(=C\c3cc(C)n(-c4cccc(C)c4)c3C)C(=O)N=C2S1	42	-1	1.9	0.7	-12	34	5	-2	0.7
CC(=O)COC(=O)CNC(=O)c1ccc(Br)cc1	-12	-5	1.1	-0.8	-3	16	2	-1	0.7
CCSc1nnc(Cc2cc(=O)[nH]c(=O)[nH]2)n1-c1cc(C)ccc1C	-24	-6	-2.5	0.6	2	18	-2	2	-0.2
COc1c(Cl)cc(C(=O)NN)cc1Cl	37	42*	-0.4	0.4	-2	7	21	2	0.5
Cc1ccc(C)c(N2CCN(c3nnnn3-c3ccccc3)CC2)c1	4	3	-6.0	-1.1	-2	12	5	-2	-0.7
Cc1cc(/C=C2/NC(=O)NC2=O)c(C)n1-c1ccccn1	33	-1	0.7	-1.5	0	29	5	-2	0.5
O=C(Cn1cc(C(F)(F)F)ccc1=O)N1CCN(S(=O)(=O)c2ccc(Cl)cc2)CC1	40	1	-2.2	2.1	-4	3	2	-5	-0.2
O=C(Cc1csc(N2CCOCC2)n1)N/N=C/c1ccccc1C(=O)O	2	-4	1.3	2.1	-1	-7	-4	3	0.6
CCC(=O)N1CCN(c2ccc(NC(=O)c3ccc4c(c3)OCCO4)cc2)CC1	-5	-3	-0.5	1.4	7	13	-3	5	0.7
COc1ccc(NC(=O)Cc2ccccc2)cn1	22	-3	4.3	1.8	-1	3	2	0	0.8
CN(C)N=Nc1ccc2nc[nH]c2c1	-8	0	-1.0	-1.2	-9	-8	0	2	0.5
CN(Cc1nc(Cc2ccccc2F)no1)[C@@H]1CS(=O)(=O)C[C@H]1O	21	2	0.3	-0.2	-5	14	8	-1	0.8
COc1ccc(-n2nc([N+](=O)[O-])c(=NCCc3ccc(C)cc3)n2O)cc1	15	2	0.2	-2.6	-1	9	9	25*	0.2
COc1ccc(CN(Cc2ccc(C(=O)O)cc2)C(=S)Nc2cc(C)cc(C)c2)cc1OC	3	4	0.6	0.1	-8	0	6	-1	-0.4
COc1ccc(NS(=O)(=O)c2ccc(NC(=O)c3ccc(N(C)S(C)(=O)=O)cc3)cc2)c(OC)c1	-9	-2	-3.8	0.6	-2	21	6	4	1.0
Cc1oc2cc3c(C(=O)N4CCCCC4)c(C)oc3cc2c1C(=O)N1CCCCC1	11	-5	-1.0	1.0	6	6	0	-2	-0.5
O=C(CNC1CCCCC1)N1CCc2ccccc2C1	33	-1	1.7	-0.1	4	24	1	-3	0.8

With a hit mark in Wee1 degr inh, of those listed so far:
Structure | CHOP inh | RBBP9 inh | Wee1 degr inh | TRPML3 agonist
COc1ccc(-n2nc([N+](=O)[O-])c(=NCCc3ccc(C)cc3)n2O)cc1 | 15 | -1 | 25* | 0.2

Laid out differently: entries from further up
Compound,CHOP inh,Ba/F3 V617F tox,TNF necrop inh,TRPN1 ag,RBBP9 inh,PPC-1+TRAIL kill,BaF3 tox,Wee1 degr inh,TRPML3 agonist
COc1ccc(CN(Cc2ccc(C(=O)O)cc2)C(=S)Nc2cc(C)cc(C)c2)cc1OC,3,4,0.6,0.1,-8,0,6,-1,-0.4
COc1ccc(NS(=O)(=O)c2ccc(NC(=O)c3ccc(N(C)S(C)(=O)=O)cc3)cc2)c(OC)c1,-9,-2,-3.8,0.6,-2,21,6,4,1.0
Cc1oc2cc3c(C(=O)N4CCCCC4)c(C)oc3cc2c1C(=O)N1CCCCC1,11,-5,-1.0,1.0,6,6,0,-2,-0.5

(continued)
SMILES	CHOP inh	Ba/F3 V617F tox	TNF necrop inh	TRPN1 ag	RBBP9 inh	PPC-1+TRAIL kill	BaF3 tox	Wee1 degr inh	TRPML3 agonist
O=C(CN1CCN(c2ccccn2)CC1)N1CC(O)CO1 (stereo not given)	-10	1	-0.4	0.0	0	39	9	18*	-0.1
Cc1cccc(NC(=O)c2c(-c3ccccc3)noc2C)n1	-26	-5	2.6	-1.5	-13	2	3	1	-0.2
COc1cc(C(=O)Nc2ccc(C#N)cc2)c([N+](=O)[O-])cc1OC	-2	7	0.4	0.1	1	5	11	-2	0.4
O=C(N[C@H]1CC1c1ccccc1)c1ccc([N+](=O)[O-])cc1 (stereo not given in full)	-20	3	1.7	-1.5	-5	-2	0	1	-0.8
Clc1ccc2nc(CSc3nc4ccccc4o3)cn2c1	40	-2	-0.6	-1.6	-9	6	0	-1	-0.8
COc1ccc(-c2[nH]ncc2-c2ccc(Cl)cc2)c(O)c1	86*	-1	-0.2	-0.8	-8	16	4	3	0.0
O=C(Cn1cnc2ccccc2c1=O)Nc1nnc(SCc2ccccc2)s1	24	-4	-0.8	1.4	-11	-6	1	-2	0.5
CC1=C(C(=O)N(C)C)C(c2ccc(Cl)c(Cl)c2)NC(=O)N1 (stereo not given)	-13	0	-2.4	-0.3	-5	25	5	-1	0.8
O=C(Nc1ccc(NC(=O)C2CC2)nc1)c1cccs1	0	-3	1.3	1.2	-4	-6	1	-2	1.3
COC(=O)c1cc(Br)c(=O)n(Cc2ccc(C(=O)O)cc2)c1	-6	-4	0.6	-0.3	-3	1	0	0	1.2
CCOC(=O)c1ccccc1NC(=O)CN(c1ccc(OCC)cc1)S(C)(=O)=O	6	27*	-5.1	-2.4	-1	/	37*	12*	-1.4
Cc1ccc(/C=N\NC(=O)Cc2cccn2C)o1	16	1	0.5	0.0	-6	-9	10	-2	1.2
OCC1(CCOc2ccccc2)CCN(CCCn2cccn2)CC1	6	1	1.8	0.8	0	1	6	-3	0.9
CNc1c([N+](=O)[O-])cnn1-c1cccc(Cl)n1	0	-5	-0.1	-0.9	-1	14	1	-1	-0.6
Nc1nc(Nc2ccccc2)nc2ccccc12	-13	11	-20	0.4	-12	43	15	5	1.4
Cc1ccc(NC2Nc3cc(C)nn3S2)c(C)c1 (stereo not given)	10	-2	0.3	-1.2	-4	-4	5	3	0.2
Fc1ccc(CNc2nc3ccccc3n3nnnc23)cc1	51	-1	0.9	3.3	-7	-9	12	1	1.2
C=CCN1C(=O)C(Cc2ccc(F)cc2)S/C1=N/N=C/c1ccco1 (stereo not given)	37	-3	1.0	-1.2	-4	-15	2	-1	0.4
CC(=O)C1=C(C)NC(SCSc2ccccc2)=C(C#N)C1c1cccnc1 (stereo not given)	5	1	-1.2	-2.1	-4	-2	8	4	1.9
CCSc1nnc(NC(=O)c2cccc(OCc3c(C)noc3C)c2)s1	-11	0	0.4	1.0	3	39	8	2	0.4
Cc1ccc(NC(=O)CSc2n[nH]c(-c3ccncc3)n2)cc1C	6	0	2.7	-0.5	2	22	10	0	0.2
CC(C1CC1)N(C(=O)c1ccccc1[N+](=O)[O-])c1ccccc1 (stereo not given)	-12	-1	-0.8	-1.1	3	9	3	-3	0.6
Cc1ccc(CN2CCN(C(=O)c3ccco3)CC2)cc1	5	-6	-0.2	-0.2	-1	-11	-2	0	1.0
O=C(Nc1nc2c(cc3c4c(cccc42)CC3)s1)c1ccccc1Cl	7	8	3.2	1.3	-8	11	13	1	0.7
Cn1c(=O)c(-[n+]2ccccc2)c([O-])c2ccccc21	-8	3	-1.2	0.5	-2	2	5	-2	0.8
O=S(=O)(Nc1ccc(-n2cccc2)cc1)c1ccccc1	39	0	19	-0.3	-9	1	8	-2	0.0
Cc1cccc(C)c1Nc1c(-c2ccc(N3CCOCC3)cc2)nc2ncccn12	6	-2	-1.6	0.1	-3	10	4	-3	0.9
O=c1c2ccccc2nnn1CSc1nnc(COc2ccc(Cl)cc2)n1Cc1ccco1	22	-1	-6.2	0.2	-10	15	6	-2	-0.3
COc1ccc(N2CCN(c3ccc(NC(=O)c4ccc5c(c4)OCO5)cc3C#N)CC2)cc1	20	2	0.6	1.2	-7	18	3	-3	0.9
CCOC(=O)Nc1sc2c(c1C(N)=O)CCC(C)C2 (stereo not given)	12	-1	0.9	0.2	-8	-11	-1	3	0.9
COc1ccc(C(c2nnnn2C(C)(C)C)N2CCN(c3nc4ccccc4s3)CC2)cc1OC (stereo not given)	56	1	6.2	0.8	-8	8	8	-1	0.0
O=C(CCN1c2ccccc2Sc2ccccc21)Nc1ccccc1	50	-1	1.6	-1.9	4	24	0	1	-0.5
COc1ccc(-n2c(Cc3cccn3C)nnc2SCC(=O)Nc2cc(C)cc(C)c2)cc1	47	-4	3.0	-0.4	-1	1	6	-1	-0.5
CCOc1ccc(-c2ccc(SCc3ccccn3)nn2)cc1	-5	1	-0.3	3.3	2	-7	1	-1	1.2
O=c1c2ccccc2nc(SCc2ccccc2)n1CC1CCCO1 (stereo not given)	32	3	-1.5	0.5	0	-7	-2	3	0.0
Fc1ccc(-c2nnc(CN3CCN(c4ncc(C(F)(F)F)cc4Cl)CC3)o2)cc1	64	4	-3.6	1.6	3	-8	6	0	0.0
O=C(NCCCCCCNC(=O)N1CCCCCC1)N1CCCCCC1	16	50*	-0.6	-1.8	-1	21	55*	6	0.6
Cc1ccc(Oc2nc3ccccc3n3c(C)nnc23)c(C)c1	22	1	-5.0	-4.0	0	8	1	-3	-0.4
O=C(NC(=S)Nc1ccccc1N1CCCC1)c1ccco1	-12	0	-2.5	0.9	-5	6	-1	0	0.9
COc1ccc(NC(=O)c2cccc(-n3c(C)ccc3C)c2)c(OC)c1	26	-4	1.3	0.4	-3	21	4	1	0.6
Cc1sc2nc(COC(=O)c3ccc(N4CCCC(C)C4)c([N+](=O)[O-])c3)[nH]c(=O)c2c1C (stereo not given)	25	-2	3.5	-0.3	-9	19	6	-2	0.7
CC(C)CC(C(=O)NC1CCCC1)N(Cc1cccs1)C(=O)c1snc(C(N)=O)c1N (stereo not given)	-5	1	-2.3	-1.5	3	30	5	-2	-0.8
